ST2 inh: inhibitors of human ST2 (IL1RL1) binding to IL-33, primary screen, biochemical, AlphaLISA; Interleukin-1 receptor-like 1 (Homo sapiens), Q01638; AlphaLISA ST2-Fc/biotin-IL-33 interaction, 1 h; inhibition, % for hits at 17 µM; hit rate 2.3% among 78,000; in the data active means inhibition above about 30%; inconclusive means mostly about 10% to 28%
Target sequence (Q01638 whole entry, looked up): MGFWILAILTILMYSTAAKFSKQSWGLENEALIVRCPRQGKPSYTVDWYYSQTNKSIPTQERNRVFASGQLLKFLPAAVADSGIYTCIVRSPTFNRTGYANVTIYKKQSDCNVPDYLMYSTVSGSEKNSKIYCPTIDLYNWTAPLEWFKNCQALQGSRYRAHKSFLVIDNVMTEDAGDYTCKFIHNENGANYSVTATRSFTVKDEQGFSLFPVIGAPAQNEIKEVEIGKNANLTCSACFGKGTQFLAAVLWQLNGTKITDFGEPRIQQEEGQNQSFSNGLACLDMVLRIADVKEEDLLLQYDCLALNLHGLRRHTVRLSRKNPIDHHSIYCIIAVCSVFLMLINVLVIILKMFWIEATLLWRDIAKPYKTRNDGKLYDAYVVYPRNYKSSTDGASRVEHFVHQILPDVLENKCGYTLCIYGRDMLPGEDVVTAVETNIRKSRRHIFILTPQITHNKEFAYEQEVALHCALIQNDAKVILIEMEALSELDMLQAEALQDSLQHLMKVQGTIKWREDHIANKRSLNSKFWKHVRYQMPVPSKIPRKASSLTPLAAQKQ
* = called active by the depositor; i = inactive; ? = inconclusive. Only part of the results is shown; the hit share may differ from the screen's.

A first look (two entries):
no.	Compound	ST2 inh
1	Cn1c(-c2ccc(C3NCCc4[nH]cnc43)o2)nc2ccccc21 (stereo not given)	?
2	O=C(CC1COCCN1)NCC1(c2cccc(F)c2)CCOCC1 (stereo not given)	i

Results, previewed entries included:
no.	Compound	ST2 inh
1	Cn1c(-c2ccc(C3NCCc4[nH]cnc43)o2)nc2ccccc21 (stereo not given)	?
2	O=C(CC1COCCN1)NCC1(c2cccc(F)c2)CCOCC1 (stereo not given)	i
3	O=C(Nc1ccc(F)cc1F)c1cccc(Br)c1	i
4	CC(C)NC(=O)N[C@H]1CCN2C(=O)c3cc(-c4ccccc4F)ccc3NC(=O)[C@H]12	?
5	CC1CC(C)CN(S(=O)(=O)c2ccc3c(c2)c(=O)n(C)c(=O)n3C)C1 (stereo not given)	i
6	CCCS(=O)(=O)N1CCCC(C(=O)NCCCSC2CCCCC2)C1 (stereo not given)	i
7	Clc1cccc(CN2CCc3ccccc3C2)c1Cl	?
8	[O-][n+]1onc2c1CCc1c-2nc(-c2ccccc2F)n1O	i
9	COCCN(Cc1cnn(C)c1)C(=O)c1cccc(N)c1	?
10	CC(C)c1nc(CN(C)C(=O)CCC(=O)NC2CCCC2)cs1	i
11	COc1ccccc1N1CCN(C(=O)c2ccccc2Br)CC1	i
12	CCC(C)NC(=O)c1ccc(NC(=O)C2CCCO2)cc1 (stereo not given)	?
13	COc1cccc(COC2CN(C(=O)Cc3cccs3)CC(=O)N(Cc3ccccn3)C2)c1 (stereo not given)	?
14	COc1cc(-c2ncnn2-c2sc3c(c2C#N)CCCCC3)cc(OC)c1OC	i
15	O=c1/c(=C/c2cccnc2)sc2n1CN(c1cccc(F)c1)CN=2	?
16	O=C1CCCC2=C1C(c1ccccc1)N(C(=O)c1ccccc1)c1ccccc1N2 (stereo not given)	i
17	COc1ccc(NC(=O)NCCc2nc3cccnc3n2C2CCCCC2)c(OC)c1	?
18	CN(Cc1ccccc1)C(=O)C[C@@H]1CCNC[C@@H]1Cc1cc(-c2ccc(C(C)(C)C)cc2)on1	i
19	COc1ccc(-n2nc3c(c2NC(=O)c2cccc(C(F)(F)F)c2)CS(=O)C3)cc1 (stereo not given)	i
20	COc1ccccc1N1CCN(Cc2ccsc2)CC1	i
21	CC(C)C1N=C2c3ccccc3N=C(SCc3cc(=O)n4cc(Cl)ccc4n3)N2C1=O (stereo not given)	?
22	O=C(CCCn1c2ccccc2c(=O)c2ccccc21)Nc1c(F)cccc1F	i
23	O=c1oc2ccc(Cl)cc2c2c1SC(C(F)(F)F)C2 (stereo not given)	i
24	CN(C)c1ccc(C2C(C#N)=C(N)OC3=C2C(=O)CC(C)(C)C3)cc1 (stereo not given)	?
25	N[C@@H]1CC[C@@H](NS(=O)(=O)c2ccccc2OC(F)(F)F)C1	i
26	CC(C)NCC(O)COc1ccc(CC(N)=O)cc1 (stereo not given)	?
27	C=CCOc1ccc(/C=C2/C(=O)N(c3cccc(Br)c3)N=C2C)cc1OC	?
28	Cc1[nH]cnc1-c1n[nH]c(=O)n1CCc1ccccc1	?
29	CNC(=O)C1CCC(Cn2c(=O)c3sccc3n(CC(=O)Nc3cc(F)ccc3F)c2=O)CC1 (stereo not given)	?
30	O=C(N[C@H]1CO[C@H]2[C@@H]1OC[C@@H]2Nc1nccc(-c2cccs2)n1)c1ccccc1	?
31	C[C@@H]1CC[C@]2(C(=O)O[C@@H]3O[C@H](CO)[C@@H](O)[C@H](O)[C@H]3O)CC[C@]3(C)C(=CCC4[C@@]5(C)C[C@@H](O)[C@H](O)[C@](C)(C(=O)O)C5CC[C@]43C)[C@@H]2[C@]1(C)O (stereo not given in full)	i
32	CCN(CC)S(=O)(=O)c1ccc(C(=O)Nc2nnc(-c3ccccc3OC)o2)cc1	i
33	COc1nc(Nc2ccccc2)nc(OCC(F)(F)F)n1	?
34	COc1cc(OC)c(OC)cc1/C=C1\SC(N2CCCC2)=NC1=O	?
35	CCCCOC(=O)C1=C(C)N(C)C(=O)NC1c1ccccc1 (stereo not given)	i
36	CCOc1ccc2nc(N=Cc3nc(-c4ccc(Br)cc4)oc3O)sc2c1	i
37	CC(=O)Nc1sc(C)c(C)c1C#N	i
38	Nc1nnc(-c2cccnc2)s1	i
39	Cc1ccc(C(=O)Nc2ccc(S(=O)(=O)O)c3cc(S(=O)(=O)O)cc(S(=O)(=O)O)c23)cc1NC(=O)c1cccc(NC(=O)Nc2cccc(C(=O)Nc3cc(C(=O)Nc4ccc(S(=O)(=O)O)c5cc(S(=O)(=O)O)cc(S(=O)(=O)O)c45)ccc3C)c2)c1	i
40	CCN1CCC[C@H]1CNC(=O)c1c(O)c(Cl)cc(Cl)c1OC	i
41	CCOc1ccc(C2CC(=O)N3CN(c4ccc(Cl)cc4)CSC3=C2C#N)cc1 (stereo not given)	i
42	O=[N+]([O-])c1cccc(CN2CCN(c3ncccn3)CC2)c1	i
43	CC1=C(C(=O)Nc2ccccn2)C(c2ccsc2)C2=C(CCCC2=O)N1 (stereo not given)	i
44	CCc1ccn2c(C)c(-c3ccc(OC)c(OC)c3)cc2c1	?
45	O=C(CN1C(=O)/C(=C\c2cccc(Cl)c2)Sc2ccccc21)NCCN1CCCCCC1	43%*
46	CCc1ccc(S(=O)(=O)Nc2ccc([N+](=O)[O-])cc2C)cc1	i
47	O=C(NC1CCCC1)c1nn2c(c1Cl)NC(c1ccco1)CC2C(F)(F)F (stereo not given)	i
48	CCOC(=O)CSc1nc2c([nH]c3ccccc32)c(=O)n1-c1ccc(OCC)cc1	?
49	COc1ccc(-c2nnc(-c3ccc(Cl)cc3)o2)cc1OC	i
50	O[C@@H]1C[C@@H](c2nc(-c3ccncc3)no2)N(Cc2ccc(F)cc2)C1	?
51	NCc1ccc(C(=O)NN)cc1	i
52	Cn1c(=NC(=O)c2ccc(S(=O)(=O)N3CCCC3)cc2)sc2cc(F)ccc21	i
53	COc1ccc(Cl)cc1N(CC(=O)NCc1ccccn1)S(=O)(=O)c1ccc(C)cc1	i
54	CCOc1ccc(C2=C(CN(C)C)C(c3ccc(F)cc3)c3ccccc3O2)cc1 (stereo not given)	40%*
55	COc1ccccc1-c1ccnc(N[C@H]2CO[C@H]3[C@@H]2OC[C@@H]3NC(=O)C2CCCCC2)n1	i
56	O=C(NCc1ccccc1Cl)c1oc(=O)c2ccccc2c1-c1ccccc1	i
57	Cc1c(C(=O)NCc2ccc(F)cc2)oc2ccc(S(=O)(=O)N3CCC(C)CC3)cc12	i
58	Cc1ccc(/C=C2\CS/C(=C\c3ccc(C)o3)C2=O)o1	60%*
59	CC(=O)Nc1nnc(SCC(=O)Nc2ccc([N+](=O)[O-])cc2)s1	i
60	c1ccc(CCc2noc(CN3CCC(c4ccncc4)CC3)n2)cc1	?

Following part:
no.	Compound	ST2 inh
61	CC(C)N(Cc1nccn1C)C(=O)C1CC(=O)N(C)c2ccccc21 (stereo not given)	i
62	CCc1ccc(NS(=O)(=O)c2ccc3c(c2)CCN3C(=O)CCC(=O)O)cc1	i
63	O=c1oc2ccc(Cl)cc2nc1C=C(O)c1ccc([N+](=O)[O-])cc1	i
64	COC(=O)c1ccc(N2C(=O)CSC2c2ccc(Cl)c(Cl)c2)cc1 (stereo not given)	i
65	Cn1c(-c2nonc2NC(=O)CSc2nc3ccccc3o2)nc2ccccc21	i
66	O=C(CCCN1C(=O)c2ccccc2C1=O)Nc1cccc(C(F)(F)F)c1	i
67	Cc1c(NC(=O)CC(C)C)cccc1-c1nc2ccccc2s1	i
68	Cc1c(C(=O)N2CCCC2)oc2ccc(S(=O)(=O)N3CCOCC3)cc12	i
69	CCCS(=O)(=O)NCC1CCN(C2CC(C)(C)NC(C)(C)C2)C1 (stereo not given)	?
70	O=C(NCc1cccnc1)c1ccccc1O	i
71	COc1ccc(OC)c(N/C=C(\C#N)c2nc(-c3cc4ccccc4oc3=O)cs2)c1	37%*
72	c1cc(-c2cc(C3CCN(Cc4cncnc4)C3)ccn2)ccn1 (stereo not given)	?
73	Cc1ccc(Nc2c(-c3cccs3)nc3cnccn23)cc1	?
74	COc1ccccc1S(=O)(=O)Cc1ccc(C(=O)N2CCN(c3ccccn3)CC2)o1	?
75	CCN(Cc1ccccc1)S(=O)(=O)c1ccc(C(=O)Nc2nnc(COC)o2)cc1	i
76	CCCC(=O)Nc1cccc(C(=O)Nc2nccs2)c1	i
77	O=C(C1CCN(S(=O)(=O)c2ccccc2)CC1)N1CCCC(C(F)(F)F)C1 (stereo not given)	i
78	CCn1nc(C)cc1C(=O)N1CCc2c([nH]c3ccccc23)C1c1cc(F)ccc1F (stereo not given)	i
79	O=C(Oc1ccc(Cl)cc1)c1cc2ccccc2o1	i
80	CCSc1nc2c(c(=O)[nH]1)C(c1ccc(OC)c(OC)c1)C1=C(CCCC1=O)N2 (stereo not given)	i
81	COC(=O)[C@@H]1Cc2ncn(C(C)C)c2CN1S(=O)(=O)c1ccc(C#N)cc1	35%*
82	COc1ccccc1C1C(C#N)=C(C(=C=[N-])C#N)NC(O)(C2CC2)C1[n+]1ccc(C)cc1 (stereo not given)	i
83	CC(=O)OC1C=C(CO)C(=O)C(OC(=O)CC(C)C)C1C(C)C (stereo not given)	?
84	CCOc1ccc(S(=O)(=O)NCc2nc3cccnc3n2Cc2ccccc2OC)cc1	i
85	O=C(Nc1ccccc1Cl)C1C(c2ccccc2)C1(Cl)Cl (stereo not given)	?
86	Cc1cc(NC(=O)Cn2cc([N+](=O)[O-])cn2)c2ccccc2n1	i
87	C=C1CC[C@@H]2[C@](C)(CO[C@@H]3O[C@H](CO)[C@@H](O)[C@H](O)[C@H]3O)CCC[C@@]2(C)[C@@H]1CCC1=CCOC1=O	?
88	CCN(Cc1ccccc1)S(=O)(=O)c1cc(Br)cc2c1N(C(C)=O)C(C)C2 (stereo not given)	i
89	CC(=O)N1CCN(c2ccc(NC(=O)c3ccccc3Cl)cc2)CC1	?
90	Cc1cc(-c2cccc3ccnn23)ccc1NC(=O)c1cccnc1	i

7 entries drawn at random from the list so far:
no.	Compound	ST2 inh
15	O=c1/c(=C/c2cccnc2)sc2n1CN(c1cccc(F)c1)CN=2	?
24	CN(C)c1ccc(C2C(C#N)=C(N)OC3=C2C(=O)CC(C)(C)C3)cc1 (stereo not given)	?
66	O=C(CCCN1C(=O)c2ccccc2C1=O)Nc1cccc(C(F)(F)F)c1	i
47	O=C(NC1CCCC1)c1nn2c(c1Cl)NC(c1ccco1)CC2C(F)(F)F (stereo not given)	i
23	O=c1oc2ccc(Cl)cc2c2c1SC(C(F)(F)F)C2 (stereo not given)	i
31	C[C@@H]1CC[C@]2(C(=O)O[C@@H]3O[C@H](CO)[C@@H](O)[C@H](O)[C@H]3O)CC[C@]3(C)C(=CCC4[C@@]5(C)C[C@@H](O)[C@H](O)[C@](C)(C(=O)O)C5CC[C@]43C)[C@@H]2[C@]1(C)O (stereo not given in full)	i
8	[O-][n+]1onc2c1CCc1c-2nc(-c2ccccc2F)n1O	i

(continued)
no.	Compound	ST2 inh
91	O=C(NCCN1CCOCC1)c1noc2c1CCc1ccccc1-2	i
92	O=S(=O)(NCCN1CCOCC1)c1cccc2cccnc12	i
93	O=C1C2C3CCC(C3)C2C(=O)N1CNc1ccccc1 (stereo not given)	i
94	Cc1ccc(Cl)cc1N1C(=O)C2C3CCC(C3)C2C1=O (stereo not given)	i
95	Cc1ccc(-c2cc(C(F)F)nc(NCc3ccco3)n2)cc1	i
96	CC(C)c1ncc(C(=O)N2CCOC(Cc3ccccc3Cl)C2)c(=O)[nH]1 (stereo not given)	i
97	Cc1cccc(CC(=O)Nc2cnn(-c3cccc(C(=O)NC4CCOC(C)(C)C4)c3)c2)c1 (stereo not given)	i
98	O=C(NCCc1ccccc1)C1CCCN(C2CCN(C(=O)c3ccoc3)CC2)C1 (stereo not given)	i
99	Oc1ccc(CCn2ccnc2-c2cccc(F)c2F)cc1	i
100	COc1cc(CC(=O)N2C[C@@H]3[C@@H]4CC[C@@H](C4)[C@@H]3C2)cc(OC)c1OC	i
101	Cc1ccc(C(=O)NCc2ccccc2)cc1Br	i
102	CO[C@H]1COC[C@@H]1NC(=O)c1coc(COc2ccc3sc(C)nc3c2)n1	i
103	CCC1(CC)C(=O)N=C(N)NC1=O	i
104	O=C1C(=O)N(CNc2ccccc2Cl)c2ccccc21	?
105	O=C(CSc1ccccn1)Nc1c(C(=O)c2ccc(F)cc2)oc2ccccc12	?
106	CCN(Cc1c(C)nn(CC)c1C)Cc1c(C)n(C)n(-c2ccccc2)c1=O	?
107	CCn1nc(C(=O)NCc2ccc(OC)cc2)c2c1CCN(C(=O)CCCc1cccs1)C2	i
108	Cc1c(C(=O)Nc2ccc(-c3nc4ncccc4o3)cc2)cccc1[N+](=O)[O-]	?
109	CC1=CC(C)C2(CO)COC(c3ccc(O)cc3)C1C2C (stereo not given)	i
110	Cc1ccc(O)c(CN2CCC(CCn3cccn3)CC2)c1	i
111	CC1CC(C)CN(CCCNC(=O)CSc2cc(=O)n(C)c3cc(Cl)ccc23)C1 (stereo not given)	i
112	c1ccc2c3c(ccc2c1)OCN(c1ccc2c(c1)OCCO2)C3	i
113	COC(=O)[C@H](NC(=O)[C@@H]1C[C@H](NC(=O)NC(C)C)CN1C(=O)CSC)C(C)C	i
114	COc1ccc(CN2C(=O)CCC2(C)C(=O)NC2CCCCCC2)c(OC)c1 (stereo not given)	i
115	CCC1CN(Cc2cnc(CC3CCCC3)[nH]2)CCN1C(C)C (stereo not given)	i
116	CCCn1ncc(C(=O)N2CC[C@@H](c3ccc4c(c3)OCO4)[C@H](O)C2)c1C	i
117	Nc1nn(-c2ccccc2)nc1C(=O)O	i
118	COC(=O)C1C(=O)C2=C(CC1C)NC(C)=C(C(=O)OCc1ccccc1)C2c1cccc(F)c1 (stereo not given)	i
119	CCc1nnc(NC(=O)Cn2c(=O)sc3ccccc32)s1	?
120	O=C(CSCc1ccc([N+](=O)[O-])cc1)NC1CC1	i
121	O=C(Nc1cccc(Cl)c1)c1noc2c1CCCC2	?
122	COc1cccc(-c2nnc(NC(=O)c3ccc(S(=O)(=O)N4CCCCCC4)cc3)o2)c1	i
123	CN(C)c1ccc(C2C(=C(O)c3ccc(Cl)cc3)C(=O)C(=O)N2CCCn2ccnc2)cc1 (stereo not given)	i

Along the list, from the results shown:
ST2 inh, compounds 106–111: ?, i, ?, i, i, i

Screens deposited in PubChem BioAssay by IUPUI and University of Michigan.
